KCC2 mod = modulators of human KCC2 chloride dependent transport; AID 1456; KCC2 cells, thallium flux FluoZin-2 fluorescence; 190,000 compounds, 2.2% hits; B-score of Tl+ flux slope (higher = more flux/activation; lower = inhibition) at 10 µM; Q9H2X9;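 active = thallium flux slope and its plate-corrected score both differing from the plate sample mean at a set confidence after two filtering rounds, in either direction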;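 also: slope of fluorescence scaled to starting intensity during 10 to 20 s after thallium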
EBV gp42 block = blocks Epstein-Barr virus glycoprotein 42 binding; 220,000 compounds, 0.42% hits; Q1HVG2; Fluorescence polarization binding assay, mP read-out; inhibition, % (tested at 21.74 µM); in the data active = inhibition above about 50%
Target sequence (Q1HVG2 whole entry, looked up): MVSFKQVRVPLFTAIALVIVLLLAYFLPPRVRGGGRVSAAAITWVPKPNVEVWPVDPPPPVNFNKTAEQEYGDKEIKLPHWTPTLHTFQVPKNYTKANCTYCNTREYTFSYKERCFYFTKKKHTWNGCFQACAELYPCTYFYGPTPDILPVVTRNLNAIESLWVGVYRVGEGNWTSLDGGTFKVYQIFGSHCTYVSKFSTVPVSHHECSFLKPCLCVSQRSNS
m-calpain inh = calpain II (pig) inhibition; purified calpain II, fluorogenic peptide substrate, 30 min; inhibition, % at 16 µM; 220,000 compounds, 0.37% hits; AID 1236;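 active = inhibition above about 50%, limit read from the data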
Rad51 HR inh = blocks human Rad51 in homologous recombination | inhibition, % at 10 µM | 200,000 compounds, 0.085% hits | hRad51 DNA strand exchange, fluorescence dequenching | Q06609 | AID 1385;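 active = inhibition above 40% at the single screening dose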;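 also: 0% = DMSO control wells and 100% = blanks with heterologous ssDNA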
Target sequence (Q06609 whole entry, looked up): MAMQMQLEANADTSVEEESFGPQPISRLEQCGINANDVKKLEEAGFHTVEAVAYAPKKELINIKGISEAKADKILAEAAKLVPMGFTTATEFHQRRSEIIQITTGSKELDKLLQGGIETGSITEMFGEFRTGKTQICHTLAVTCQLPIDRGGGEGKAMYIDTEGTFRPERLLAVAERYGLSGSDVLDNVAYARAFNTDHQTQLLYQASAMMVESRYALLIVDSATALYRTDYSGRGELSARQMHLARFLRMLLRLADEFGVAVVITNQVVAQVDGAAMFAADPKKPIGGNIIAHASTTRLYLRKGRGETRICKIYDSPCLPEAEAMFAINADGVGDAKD
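System: hRad51 filaments on single-stranded DNA; reagent: Fluorescein- and BHQ1-tagged 47-mer duplex; compound dosing: one concentration, 10 µM final; timing: filaments 15 min 37 °C, then compound 30 min; measured by: fluorescein emission 520 nm, excitation 485 nm; benchmarks: per-plate controls and blanks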
PERK inh = human PERK inhibition, primary cell-based screen | inhibition, % at 5.6 µM | CHO PERK-DD fusion, SEAP luminescence translation reporter | 220,000 compounds, 0.17% hits | Q9NZJ5;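 active = inhibition above the mean inhibition of all tested compounds plus 3 SD, set separately per screening campaign, cut at about 2.9% in these data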;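 also: PERK kinase domain activated by AP20187 dimerizer at 100 nM; 0% = DMSO with dimerizer and 100% = rapamycin at 8.4 µM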
L929 necroptosis = L929 zVAD cell death inhibition; L929 zVAD necroptosis rescue, ATP luminescence, 24 h; with zVAD 60 µM; viability rescue, % at 10 µM; 220,000 compounds, 0.38% hits;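 active = activation, scaled between plate controls, above about 75%, limit read from the data; inactive = activation under that limit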;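 also: 0% = zVAD with DMSO and 100% = DMSO alone without zVAD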
eIF4E 4G PPI = eIF4E/eIF4G interaction inhibition in translation initiation. P63073+Q04637. TR-FRET eIF4E-eIF4GI(517-606) binding, 2 h. inhibition, % at 21.7 µM. 220,000 compounds, 0.37% hits. AID 782;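 active = inhibition above about 30%, limit read from the data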;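 also: 0% = full FRET control wells and 100% = background wells lacking eIF4GI fragment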
MDM2 E3 inh = blocks human Mdm2 ubiquitin ligase activity; Q00987; cell-based MDM2 ubiquitination luciferase reporter, 2 h; 0 = plate control, 100 = twice control, blank-subtracted; signal enhancement, % at 5 µM; 210,000 compounds, 0.11% hits;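 active = signal enhancement of 30% or more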;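 also: luminescence tracks abundance of the self-degrading MDM2-luciferase fusion protein; higher signal means inhibition of MDM2 E3 ligase activity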
Target sequence (Q00987 whole entry, looked up, the tested form may be a part): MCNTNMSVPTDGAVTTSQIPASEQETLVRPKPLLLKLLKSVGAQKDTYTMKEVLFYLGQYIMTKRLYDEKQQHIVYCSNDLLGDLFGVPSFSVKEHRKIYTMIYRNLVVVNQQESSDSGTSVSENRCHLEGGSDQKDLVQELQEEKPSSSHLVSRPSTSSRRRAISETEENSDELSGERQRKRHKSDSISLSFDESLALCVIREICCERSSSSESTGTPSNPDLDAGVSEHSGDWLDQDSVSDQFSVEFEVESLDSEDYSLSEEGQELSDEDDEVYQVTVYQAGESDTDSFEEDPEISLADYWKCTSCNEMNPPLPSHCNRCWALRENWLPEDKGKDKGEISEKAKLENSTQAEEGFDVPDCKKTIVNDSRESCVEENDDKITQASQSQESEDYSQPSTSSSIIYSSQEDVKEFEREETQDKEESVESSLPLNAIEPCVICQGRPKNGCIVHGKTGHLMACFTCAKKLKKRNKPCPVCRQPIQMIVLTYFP
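Buffer or medium: Cells held in DMEM | Assay system: Stable mammalian line carrying autodegrading MDM2–luciferase fusion reporter | Quantity: 2000 cells/well | Times: 4 h settle plus 2 h compound, 37 °C | Doses: One concentration, 5 µM, with 0.2% DMSO | Technique: Luminescence with SteadyLite reagent, 15 min at room temperature | Benchmarks: Plate controls and plate blanks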
TNF death inh = blocks TNF-alpha induced death of Jurkat FADD-/- cells. Jurkat FADD-/- TNF necroptosis rescue, ATP luminescence, 24 h; 0 = TNF only, 100 = no-TNF cells. activation (protection from cell death), % at 10 µM. 220,000 compounds, 0.068% hits. AID 463075;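 active = activation, meaning protection from cell death, of at least 50% relative to plate controls; inactive = activation below 50%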;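 also: necroptosis triggered by 40 ng/mL TNF-alpha added together with compound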
Starred values were filed as active, the others as inactive; nt = not tested or not shown; [ ] = dose if it differs, or a comment.

SMILES | KCC2 mod | EBV gp42 block | m-calpain inh | Rad51 HR inh | PERK inh | L929 necroptosis | eIF4E 4G PPI | MDM2 E3 inh | TNF death inh
CCc1ccc(NC(=O)CNS(=O)(=O)c2c(C)noc2C)cc1 | -0.47 | 0 | 6 | 5 | 1.2 | 0.4 | 8 | -17 | -0.6
Cc1ccc(S(=O)(=O)N(CC(O)CN2CCCCC2)c2ccccc2)cc1 (configuration not stated) | nt | -4 | -11 | 6 | 0.0 | 2.5 | -3 | -2 | 0.3
COc1ccccc1N1CCN(C(=O)CCCCn2c(=O)[nH]c3ccsc3c2=O)CC1 | -0.28 | -19 | -8 | 1 | nt | 1.5 | -2[fluorescence artefact?] | 10 | -2.5
CCOC(=O)COc1ccc(Br)cc1/C=C/c1[nH]c(=O)[nH]c(=O)c1[N+](=O)[O-] | 2.5 | -7 | -7 | -23 | 1.4 | 58 | 2 | -13 | 0.3
CC(NC(=O)C(=O)Nc1nccs1)c1ccccc1 (configuration not stated) | 2.7 | -12 | -17 | 2 | 0.4 | 0.4 | -5 | -3 | 3.8
O=C(c1cn(-c2ccccc2)nc1-c1cccs1)N1CCN(c2ccccc2)CC1 | -0.05 | -1 | -17 | 2 | -1.9 | -0.4 | 0 | 3 | -11
CCCCNC(=S)N/N=C/c1ccc(C)s1 | 4* | -5 | 41 | nt | -0.2 | -0.7 | -4 | -19 | 0.4
CSc1ccc(Cl)c(C(=O)OCC(=O)NCc2ccco2)c1 | nt | 11 | -206 | 1 | 2.6 | 0.8 | -2 | 1 | 0.0
COc1ccc(NS(=O)(=O)c2cc(N/C(=N\S(=O)(=O)c3ccccc3)c3ccc(F)cc3)ccc2Cl)cc1 | 0.98 | -10 | -42 | 4 | -0.1 | 0.0 | 2 | 5 | 0.9
COC(=O)c1ccc(NC(=O)CSCc2ccccc2)cc1 | -0.41 | 3 | 30 | 15 | 0.1 | 0.1 | nt | -18 | 0.5
CC(C)c1cc(CNC(=O)CC2C(=O)NCCN2CC2CCCCC2)on1 (configuration not stated) | 0.12 | 5 | -8 | 0 | 1.7 | 0.6 | 0 | -13 | 0.1
Cn1cccc1C(C(=O)NC1CCCCC1)N(C(=O)Cc1cccs1)c1ccc2c(c1)OCO2 (configuration not stated) | 0.12 | 0 | 2 | 4 | 0.3 | 0.2 | -29 | -12 | -7.4
Cc1c(C)c(C)c(S(=O)(=O)N2CCNCC2)c(C)c1C | 0.26 | 3 | -11 | 2 | 0.0 | 0.4 | -2 | 5 | 2.9
CCC1(C)Cc2ccccc2-c2nc(-c3ccccc3)oc(=O)c21 (configuration not stated) | nt | 2 | 10 | 5 | 0.9 | -0.6 | 0 | -13 | 1.2
COc1cccc(-n2c(COc3ccc(C)cc3)nnc2SCC(N)=O)c1 | 0.15 | -15 | 16 | -6 | 0.8 | 0.0 | 7 | -11 | -0.6
CC(NC(=O)NCCCn1ccnc1)(C(F)(F)F)C(F)(F)F | nt | -23 | 7 | 4 | -0.1 | 1.9 | 1[fluorescence artefact?] | -8 | -0.5
COc1ccc(N(CC(=O)NCc2ccco2)S(=O)(=O)c2c(C)nn(C)c2C)cc1 | 0.31 | -3 | -34 | -6 | 1.7 | 0.8 | 3[fluorescence artefact?] | -2 | -0.4
O=C(N/N=C\c1ccc(-c2ccc([N+](=O)[O-])cc2)o1)C1COc2ccccc2O1 (configuration not stated) | -0.41 | -40 | -63 | nt | 1.3 | 0.8 | -2 | -1 | 2.1
CCC(=O)Nc1ccc(N2CCC(C)CC2)cc1 | -1.5 | 3 | 19 | -1 | -0.6 | 1.2 | 1 | -5 | -1.1
O=C(c1cc2nc(-c3ccco3)cc(C(F)(F)F)n2n1)N1CCN(c2ccccc2)CC1 | nt | -5 | -92 | 6 | -0.1 | 0.9 | 6 | 10 | -3.7
O=C(NCCc1cn2ccsc2n1)C1CCCCC1 | 0.053 | 5 | -51 | -7 | -0.6 | 1.2 | 2[fluorescence artefact?] | -7 | 0.9
Cc1ccc(S(=O)(=O)Nc2ccccc2CNc2ncc(Br)cc2Br)cc1 | 0.35 | 8 | 23 | 9 | 1.3 | 1.0 | 2[fluorescence artefact?] | -14 | 4.5
Cc1ccc(NS(=O)(=O)c2ccc3[nH]c(=O)[nH]c3c2)c(C)c1 | 0.046 | 7 | 14 | 2 | 0.1 | 1.0 | -1 | -11 | -0.9
Cn1cccc1C(C#N)c1cccc(F)c1C#N (configuration not stated) | 0.56 | -15 | -29 | 22 | 0.5 | -0.8 | 3 | -3 | -0.6
CCOc1nc(NCCO)nc(Nc2cc(Cl)ccc2OC)n1 | 0.77 | -3 | 18 | -5 | 0.7 | 2.8 | 1 | -19 | 1.0
More compounds follow:
SMILES | KCC2 mod | EBV gp42 block | m-calpain inh | Rad51 HR inh | PERK inh | L929 necroptosis | eIF4E 4G PPI | MDM2 E3 inh | TNF death inh
Cc1ccccc1CS(=O)(=O)Cc1ccc(C(=O)NCCCN2CC(C)CC(C)C2)o1 (configuration not stated) | 0.76 | 0 | -25 | 0 | 1.1 | 0.2 | -2 | -4 | 2.4
COc1ccc(OC(C)C(=O)N2CC(C)OC(C)C2)cc1 (configuration not stated) | -0.13 | -10 | -21 | 1 | -0.2 | -1.1 | 1 | 2 | -1.9
Cc1ccc(CNC(=O)CSCc2ccccc2F)cc1 | -0.87 | 3 | 30 | -1 | 0.2 | 0.1 | -3 | -14 | 3.5
CNCC(O)CN1CCN(c2ccccc2OC)CC1 (configuration not stated) | 0.19 | -13 | -11 | nt | -0.6 | 1.1 | 0 | -6 | 2.2
Cc1ccc2sc(N(CCCN(C)C)C(=O)c3ccc(Br)s3)nc2c1C | 0.41 | -4 | -79 | -15 | -0.2 | 0.5 | 3 | -37 | 6.4
CCN(CC)CCN1C(=O)c2oc3ccccc3c(=O)c2C1c1ccc(F)cc1 (configuration not stated) | nt | -20 | -7 | 7 | -0.6 | 2.5 | -5 | 3 | 2.6
O=c1[nH]c2ccc(S(=O)(=O)NCCO)cc2[nH]1 | -1.6 | -9 | -4 | -1 | 1.1 | 5.8 | 3 | 3 | 0.9
CCc1[nH]nc2c1C1(CCOC1C)C(C#N)=C(N)O2 (configuration not stated) | 1.1 | -15 | -6 | -5 | 0.4 | 0.2 | -8 | 0 | 2.3
COC(=O)C1=C(C)NC=C([N+](=O)[O-])C1c1ccc(OC)cc1 (configuration not stated) | -0.0035 | 1 | 1 | -1 | -0.4 | -0.1 | 13[fluorescence artefact?] | 10 | 1.3
CCC1NC(=S)NC(C)=C1C(=O)c1ccccc1 (configuration not stated) | -0.97 | -6 | 17 | 2 | 0.9 | -1.0 | -2 | -13 | -1.6
O=C(CSc1ncccn1)NN=C1CCCCCCC1 | -0.18 | -8 | -5 | -10 | 0.7 | 1.3 | 1[fluorescence artefact?] | -11 | -1.8
COc1ccc(/C=C/C(=O)Nc2ccccc2C(F)(F)F)cc1 | 0.93 | -4 | -3 | 2 | 0.8 | 0.3 | 20 | 1 | 1.2
CCCCNc1ccc(S(N)(=O)=O)cc1[N+](=O)[O-] | 0.39 | -16 | 1 | 2 | 0.8 | 0.1 | 8[fluorescence artefact?] | 3 | -1.0
COc1ccc(C/C(O)=C(\C#N)c2nc3ccccc3[nH]2)cc1OC | -1.1 | -6 | -43 | 19 | 1.2 | 0.0 | 0 | -4 | -0.9
O=C(c1ccco1)N1CCN(C(=O)c2sccc2-c2ccccc2)CC1 | 0.25 | -19 | -6 | 1 | -0.7 | 0.5 | -1 | -3 | 0.0
CC1CCCN(CCOCCOc2ccccc2-c2ccccc2)C1 (configuration not stated) | 0.22 | 1 | 14 | 25 | -1.1 | nt | -6 | 11 | 2.8
Cc1nc2ccccc2n1C1CCN(CC(=O)Nc2ccccc2Br)CC1 | -1.8 | -4 | -126 | -2 | -0.9 | 1.4 | 4 | 1 | -3.1
CCOCc1cc(C2NC(=O)NC(C)=C2C(=O)OCC)ccc1OC (configuration not stated) | -1 | -27 | 7 | -7 | 0.7 | 0.8 | 3 | -7 | -0.6
CC(=O)Nc1ccc(NC(=O)C2CCCCC2C(=O)O)cc1 (configuration not stated) | 0.55 | -5 | -7 | nt | 1.3 | 0.7 | -2 | 8 | 2.4
Cc1ccc(C)c(S(=O)(=O)NC(CCC(N)=O)C(=O)O)c1 (configuration not stated) | nt | nt | nt | 5 | 1.5 | 0.6 | nt | nt | 0.2
O=C1NC(SCCCF)=N/C1=C/c1ccc(-n2cncn2)cc1 | nt | -11 | -20 | 8 | 0.4 | 0.5 | -3 | nt | -1.8
Cc1nc(/C=[N+](\[O-])C(C)(C)/C=N/O)n(O)c1C | 0.22 | -13 | -7 | 0 | -0.3 | 0.1 | 14 | -20 | -3.0
N/C(=N\c1nc2c(c(=O)[nH]1)CCC2)Nc1ccccc1 | -0.021 | -20 | 5 | -1 | 1.3 | 0.8 | 4 | -7 | 2.2
CC(NC(=O)COC(=O)CCc1ccc(S(=O)(=O)N2CCOCC2)cc1)C1CC2CCC1C2 (configuration not stated) | 0.033 | -28 | 2 | nt | 0.4 | 1.3 | 3[fluorescence artefact?] | nt | 3.7
COC(=O)c1[nH]c2cc(OC)c(OC)cc2c1NC(=O)c1cccc(OC)c1 | nt | -8 | -43 | nt | 0.5 | 1.8 | 1 | nt | -11
(continued)
SMILES | KCC2 mod | EBV gp42 block | m-calpain inh | Rad51 HR inh | PERK inh | L929 necroptosis | eIF4E 4G PPI | MDM2 E3 inh | TNF death inh
C/C(N)=C(/C#N)C(=O)COC(=O)c1cc(-c2ccccc2)nc2ccc(Br)cc12 | -0.066 | -8 | -40 | nt | 1.8 | 0.3 | 1 | nt | 1.0
O=S(=O)(c1ccc(Cl)cc1)N1CCC(O)(c2cccnc2)CC1 | -0.61 | -10 | -23 | 2 | -0.1 | 0.7 | 0 | -10 | -1.2
COc1ccc(N2CCN(c3ccc(Cl)nn3)CC2)cc1 | -0.79 | 3 | -4 | 14 | -0.1 | 5.0 | 1 | -45 | 0.6
Nc1cc(=O)[nH]c(SCc2nnc(-c3ccccc3)o2)n1 | -0.57 | -16 | -13 | -3 | 1.1 | 1.5 | 2 | -5 | 1.1
CCC(=O)NC1=C(Cl)C(=O)C(NC(=O)CC)=C(Cl)C1=O | -3.3 | -16 | -20 | 11 | -0.6 | 37 | 8 | -4 | -32
COc1ccc(C(=O)OCC(=O)c2cc(OC)ccc2OC)c(OC)c1 | -0.38 | -11 | -5 | nt | -0.2 | 0.5 | 3 | -17 | -2.5

A second format for some results above:
Sequence of screens: KCC2 mod | EBV gp42 block | m-calpain inh | Rad51 HR inh | PERK inh | L929 necroptosis | eIF4E 4G PPI | MDM2 E3 inh | TNF death inh
> O=S(=O)(c1ccc(Cl)cc1)N1CCC(O)(c2cccnc2)CC1
    -0.61 | -10 | -23 | 2 | -0.1 | 0.7 | 0 | -10 | -1.2
> COc1ccc(N2CCN(c3ccc(Cl)nn3)CC2)cc1
    -0.79 | 3 | -4 | 14 | -0.1 | 5.0 | 1 | -45 | 0.6
> Nc1cc(=O)[nH]c(SCc2nnc(-c3ccccc3)o2)n1
    -0.57 | -16 | -13 | -3 | 1.1 | 1.5 | 2 | -5 | 1.1
